ATXN2 expr inh: reduces ATXN2 reporter expression in HEK-293 cells. AID 1745845. Potency, µM (series often up to 57 µM), without a hit: top-dose activity change, negative = inhibition, usual class: inhibitors. HEK-293 ATXN2-luciferase reporter, luminescence, 24 h. 360,000 tested, 0.72% active; further: on the % scale 0 is the no-effect control and ±100 the full control effect; nearly all actives have a fitted effect of over 55% in size
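qHTS (up to 57 uM final) was run with 24 h compound exposure of reporter cells at 37 °C. Each well was multiplexed: SteadyGlo luminescence measured ATXN2-luciferase expression after a fluorogenic Gly-Phe-AFC viability readout (25 uM final).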
TGFb SMAD3 inh: TGF-b pathway inhibition; AID 588855; HepG2 CAGA-GFP TGF-b/SMAD3 reporter, GFP fluorescence, 18 h; TGF-beta stimulated, 500 pg/mL final; 410,000 tested, 1.2% active; Potency, µM (series often up to 46.1 µM), without a hit: top-dose activity, negative = inhibition, most hits filed as inhibitors; further: on the % scale 0 is the no-effect control and ±100 the full control effect; nearly all actives have a fitted effect of over 65% in size
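First, reporter cells (HEPG2 CAGA-GFP) rested 2 h at 37 degrees C. Next, compounds were pinned in and TGF-beta added to 500 pg/mL final. After 18 h, GFP was imaged per cell and summed per well.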
EPAC2 antag: EPAC2 (human) antagonism. EPAC2 GEF exchange of Rap1B-BODIPY-GDP, fluorescence. Potency, µM (highest dose often 114 µM), inactives show at the highest dose activity, negative = inhibition, most hits filed as inhibitors. 360,000 tested, 0.18% active. AID 720708; further: on the % scale 0 is the no-effect control and ±100 the full control effect; nearly all actives have a fitted effect of over 45% in size; many of its hits are not listed in these tables
Target sequence (Q8WZA2 whole entry, looked up): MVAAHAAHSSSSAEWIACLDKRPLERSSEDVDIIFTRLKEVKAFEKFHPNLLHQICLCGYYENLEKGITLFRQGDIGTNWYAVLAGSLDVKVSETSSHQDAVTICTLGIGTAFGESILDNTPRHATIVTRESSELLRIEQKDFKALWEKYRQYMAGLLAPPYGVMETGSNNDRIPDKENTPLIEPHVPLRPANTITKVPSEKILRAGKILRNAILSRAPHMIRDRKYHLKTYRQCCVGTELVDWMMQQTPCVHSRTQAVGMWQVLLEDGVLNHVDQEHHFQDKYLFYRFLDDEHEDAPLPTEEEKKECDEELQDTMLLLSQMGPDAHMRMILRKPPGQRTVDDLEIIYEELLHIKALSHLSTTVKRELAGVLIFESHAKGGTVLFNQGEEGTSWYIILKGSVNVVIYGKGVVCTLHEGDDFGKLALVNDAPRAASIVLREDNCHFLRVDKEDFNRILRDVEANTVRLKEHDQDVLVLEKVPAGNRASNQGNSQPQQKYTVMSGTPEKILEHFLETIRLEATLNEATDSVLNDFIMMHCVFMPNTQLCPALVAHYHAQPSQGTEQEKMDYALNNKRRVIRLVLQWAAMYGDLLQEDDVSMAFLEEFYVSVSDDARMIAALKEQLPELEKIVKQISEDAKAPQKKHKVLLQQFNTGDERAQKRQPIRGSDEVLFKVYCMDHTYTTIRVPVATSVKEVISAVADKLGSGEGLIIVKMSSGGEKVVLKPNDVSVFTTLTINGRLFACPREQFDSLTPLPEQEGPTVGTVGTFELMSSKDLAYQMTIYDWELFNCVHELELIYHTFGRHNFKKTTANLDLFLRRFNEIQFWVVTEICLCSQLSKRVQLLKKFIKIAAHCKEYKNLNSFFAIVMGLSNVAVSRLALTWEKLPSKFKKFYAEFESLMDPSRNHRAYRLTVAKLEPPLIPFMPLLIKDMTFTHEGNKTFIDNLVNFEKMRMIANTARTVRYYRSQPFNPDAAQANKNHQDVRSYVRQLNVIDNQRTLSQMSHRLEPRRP
Nrf2 ARE act: activators of Nrf2 (ARE) signaling. Potency, µM (titrated, usually from 46.1 µM), for inactives: at the top dose activation, hits mostly activators. 410,000 tested, 0.31% active. AREc32 ARE-luciferase reporter (MCF7-derived line), luminescence, 24 h; further: % of control where 0% means no effect; nearly all actives have a fitted effect of over 65% in size
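Nrf2 activation is followed as ARE-luciferase induction in the AREc32 line after one day of compound treatment; luminescence is read with Steady-Glo.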
A549 viability: counter-screen for Nrf2 inhibitors: cytotoxicity in A549 cells | A549 ARE-Fluc cells, CellTiter-Fluor viability, 18-24 h | Potency, µM (highest dose often 46 µM), inactives show at the top dose activity change, negative = cytotoxicity, most hits filed as inhibitors | 390,000 tested, 0.16% active; further: on the % scale 0 is the no-effect control and ±100 the full control effect
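Cytotoxicity counterscreen: CellTiter-Fluor fluorescence was measured in A549 ARE_Fluc cells after 18-24 h of compound exposure in a concentration series. The subsequent BugLite luminescent read reports ARE-luciferase activity.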
Nrf2 block: Nrf2 pathway inhibition | A549 ARE-Fluc reporter, luciferase luminescence, 18-24 h | Potency, µM (highest dose often 46 µM), for the others: top-dose activity change, negative = inhibition, usual class: inhibitors | 360,000 tested, 2.1% active | AID 504444; further: on the % scale 0 is the no-effect control and ±100 the full control effect; nearly all actives have a fitted effect of over 60% in size
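Nrf2 function is reported as luminescence of an ARE-controlled luciferase in A549 cells. Compounds were tested at several concentrations, and a CellTiter-Fluor read on the same wells flagged cytotoxicity.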
HepG2 viability: HepG2 cytotoxicity, counter-screen for TGF-b inhibitors. HepG2 CAGA-GFP viability, ATP luminescence, 18 h. Potency, µM (highest dose often 46.1 µM), inactives show at the highest dose activity change, negative = cytotoxicity, usual class: cytotoxic. 410,000 tested, 0.76% active. AID 588856; further: some results filed as inactive show a strong effect at the top dose
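CellTiter-Glo luminescence gave cytotoxicity after 18 hours at 37 degrees C. The cells were HepG2 CAGA-GFP in 1% FBS DMEM, stimulated with 500 pg/mL TGF-beta after compound addition. %Activity was normalised to no-cell wells (complete cell-killing) and DMSO (no toxicity), and curves were fitted and classified.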
S2 tox: reduces viability in counter-screen for ATXN expression inhibitors. AID 651635. Potency, µM (titrated, usually from 56.7 µM), usual class: cytotoxic. S2 cells (HEK-293 line with an ATXN2-luciferase reporter) viability, CellTiter-Fluor protease fluorescence, 24 h. 400,000 tested, 0.49% active; further: nearly all actives have a fitted effect of over 40% in size
MCF10A rereplic: inducers of DNA re-replication in MCF 10A breast cells; MCF 10A DNA re-replication, Hoechst nuclear intensity, 48 h; Potency, µM (highest dose often 46.1 µM), for inactives: at the top dose activity, positive = re-replication, hits mostly activators; 350,000 tested, 2.9% active; AID 624296; further: % of control where 0% means no effect; nearly all actives have a fitted effect of over 50% in size
Starred values were filed as active, the others as inactive; i = inactive; ? = inconclusive; / = no result given; & = joins results of further samples; [ ] = dose if it differs, or a comment. The call rests on the fitted dose curve; in most records, active means well fitted curve in the direction sought with a large enough effect; inconclusive means small, poorly fitted or top-dose-only effect, or another doubt; inactive means no such curve, though single readings can be large; an effect the other way counts as inactive or inconclusive. Potency means the concentration at half of the fitted maximal effect. The list is partial, so the mix of outcomes need not match the whole.

SMILES	ATXN2 expr inh	TGFb SMAD3 inh	EPAC2 antag	Nrf2 ARE act	A549 viability	Nrf2 block	HepG2 viability	S2 tox	MCF10A rereplic
N#Cc1ccccc1COC(=O)CCC(=O)c1cccs1	1%	-9%	-3%	-0.9%	3%	-1%	6%	i	8%
c1ccc(OCCOCCSc2ncccn2)cc1	36%[activator]	-3%	0%	3.8%	-5%	17%	12%	?	-5%
CCn1c(SCC(=O)OC(C)C)nnc1-c1cccc(Cl)c1	-5%	-6%	-3%	-0.8%	-2%	-2%	1%	i	-16%
COc1ccc(NC(=O)CC2SC(=NCC3CCCO3)NC2=O)c([N+](=O)[O-])c1 (configuration not stated)	/	4%	11%	0.4%	-12%	-27%	-1%	?	3%
CC(=O)NCCNc1nc(NCC2CC2)nc2cc(-c3ccccc3)sc12	-18%	?	7%	5.2%	/	/	-46%	i	/
N#Cc1ccc(OCC(=O)NCCc2ccccn2)cc1	-15%	-5%	1%	1.4%	1%	/	-20%	i	0%
O=C(C1CCCN(Cc2ccccc2)C1)N1CCCCC1 (configuration not stated)	0%	-10%	4%	-0.6%	2%	25%	7%	i	0%
O=C(CSc1c2c(nc3ccc(Cl)cc13)CCCC2)N1CCN(c2ccc(Cl)cc2)CC1	/	-17%	/	8.6%	?	2.9µM*	-41%	/	/
CC(C)c1ccc(C2N3CC4([N+](=O)[O-])CN2CC([N+](=O)[O-])(C3)C4(C)C)cc1 (configuration not stated)	/	3%	4%[57.1 µM]	0.1%	-4%	-13%	3%	?	2%
COc1ccc(C2(CNC(=O)CCC(=O)O)CCCC2)cc1OC	-3%	-11%	-8%[57.1 µM]	-0.7%	1%	-6%	9%	i	-5%
O=Cc1ccccc1-c1cn(CCCOCc2ccccc2)nn1	-2%	-6%&-22%	-5%	-0.2%	7%	-7%	1%&-10%	i	?
CC(C)(C)c1cccc(Oc2nn[nH]n2)c1	-1%	0%	-17%	-0.4%	2%	/	-2%	i	?
O=C(Nc1ccc2ccccc2c1)/C(=C/c1cccc(Br)c1)NC(=O)c1ccco1	-21%[11.3 µM]	-17%	-1%	-0.1%	-4%	1%	4%	i	17%
Cc1cc(=O)n2nc(N3CCCC(C(=O)NCCc4ccc(Cl)cc4)C3)sc2n1 (configuration not stated)	/	-23%	0%	3.4%	3%	-25%	-6%	i	-10%
Cc1ccc(S(=O)(=O)N2CC3(C)CN(S(=O)(=O)c4ccc(C)cc4)CC(C)(C2)C3=O)cc1	0%	-3%	21%	0.0%	-13%	11%	-1%	i	6%
Cc1cc(C)cc(OCC(=O)Nc2ccc3c(c2)C(=O)c2ccccc2C3=O)c1	-6%[11.3 µM]	-16%	5%	-0.5%	6%	?	8%	i	-4%
COc1cccc(C(=O)NCc2cn3cccc(C)c3n2)c1	/	-12%	/	2.8%	0%	-4%	-9%	/	/
COc1cc(C(=O)Nc2ccc(-c3nc4cc(C)c(C)cc4o3)cc2)cc(OC)c1OC	10%	-14%	/	-1.0%	-1%	3%	-33%	i	/
Cc1ccc(-n2nnnc2SCC(=O)NCCc2ccccc2)cc1C	-5%	-1%	/	-2.0%	-3%	?	-1%	i	/
COc1cc(C(=O)OCC(=O)NC2CCCCC2)cc2c1OCCO2	/	0%	25%	-0.5%	-5%	7%	-1%	i	2%
CC1(C)CC2CC(C)(CN2CC(O)COc2ccccc2)C1 (configuration not stated)	-31%	-16%	6%	0.2%	6%	13%	-14%	i	15%
COc1cccc(Oc2ccc(C(F)(F)F)cc2NC(=O)C2=COCCO2)c1	1%	-19%	-19%	-0.1%	0%	?	-13%	i	?
COc1cc(/C=N/Nc2nc3ccccc3[nH]2)ccc1O	48%[activator]	-29%	-3%	22%	-29%	-16%	-18%	i	10%
C[C@@H]1C2CC(C/C2=N\NC(=O)c2ccncc2)C1(C)C (some centres not stated)	/	-26%	12%	-0.3%	2%	10%	-20%	i	-1%
CCCCCCC(=O)Nc1ccc2nc3c(=O)n(C)c(=O)n(C)c3nc2c1C	-6%	24%	/	-1.2%	-1%	9%	8%	i	/
Oc1ccc(Nc2nc(-c3ccccc3O)nc3ccccc23)cc1	/	?	7%	-3.6%	-2%	-22%	-39%	?	?
O=C(C1c2ccccc2Oc2ccccc21)N1CCN(c2ccc(Cl)cc2)CC1	-28%	-8%	1%	-0.7%	?	26µM*	-18%	?	?
CCCCOC(=O)COc1ccc(Cl)cc1Cl	5%	1%	?	-0.7%	-2%	22%	9%	i	10%
CCOc1ccc(OCC(=O)NCCS(=O)(=O)N2CCN(c3ccc(F)cc3)CC2)cc1	0%	-25%&-5%	4%	-0.2%&0.3%	6%&0%	-5%	-20%&-2%	i	1%
CC(NC(=O)NNC(N)=S)(C(F)(F)F)C(F)(F)F	-12%	6%	-10%	0.1%	3%	5%	-16%	i	0%
C[C@H](CO)N1C[C@H](C)[C@H](CN(C)S(=O)(=O)c2cccs2)Oc2ccc(NC(=O)Nc3ccc4c(c3)OCO4)cc2CC1=O	-24%	?	-9%	-0.6%	-7%	17%	2%	?	?
O=C(NCCN1CCOCC1)c1cc(-c2ccccc2Cl)on1	-1%	-6%	-3%	0.7%	-3%	12%	-11%	i	-31%[inhibitor]
Cc1ccccc1OCCn1ccnc1	-7%	-9%	2%	0.0%	10%	13%	-6%	i	-6%
O=S(=O)(c1ccccc1)N1CCN=C1SCc1ccccc1Cl	/	-17%	-3%	0.2%	-3%	-15%	1%	i	12%
Cc1ccc(C)c(S(=O)(=O)Nc2ccc(S(=O)(=O)Nc3onc(C)c3C)cc2)c1	6%	3%	8%	0.2%	0%	5%	-12%	i	-3%
CC(=O)NC(CCC(=O)O)C(=O)O (configuration not stated)	1%	12%	-4%	0.3%	5%	-2%	-11%	i	?
Cc1nn(-c2ccccc2)c2c1C(c1ccc(F)cc1)C(C#N)=C(N)O2 (configuration not stated)	0%	-30%	-1%	3.5%	9%	11%	4%	i	1%
O=C(Nc1cccnc1)c1cc(-c2cccnc2)nc2ccc(Br)cc12	-7%	5%	7%	-1.0%	-2%	/	4%	i	-22%
CCN1CCCC1CNCc1cccc(OC)c1OCc1ccc(F)cc1 (configuration not stated)	6%	0%	0%	-0.1%	9%	-1%	-19%	i	15%
Cc1c(NC(=O)CSCc2c(F)cccc2Cl)c(=O)n(-c2ccccc2)n1C	9%	-1%	8%	5.6%	-1%	?	-1%	i	-18%

An excerpt from above in order of their number in EPAC2 antag, high to low:
SMILES | EPAC2 antag
C[C@@H]1C2CC(C/C2=N\NC(=O)c2ccncc2)C1(C)C (some centres not stated) | 12%
Cc1cc(=O)n2nc(N3CCCC(C(=O)NCCc4ccc(Cl)cc4)C3)sc2n1 (configuration not stated) | 0%
O=C(NCCN1CCOCC1)c1cc(-c2ccccc2Cl)on1 | -3%

Single entries from the entries so far.
C[C@H](CO)N1C[C@H](C)[C@H](CN(C)S(=O)(=O)c2cccs2)Oc2ccc(NC(=O)Nc3ccc4c(c3)OCO4)cc2CC1=O @ EPAC2 antag = -9%
COc1cccc(Oc2ccc(C(F)(F)F)cc2NC(=O)C2=COCCO2)c1 @ HepG2 viability = -13%
CCCCCCC(=O)Nc1ccc2nc3c(=O)n(C)c(=O)n(C)c3nc2c1C @ TGFb SMAD3 inh = 24%
Cc1ccc(C)c(S(=O)(=O)Nc2ccc(S(=O)(=O)Nc3onc(C)c3C)cc2)c1 @ Nrf2 block = 5%

Two entries from above in another layout:
O=C(Nc1cccnc1)c1cc(-c2cccnc2)nc2ccc(Br)cc12
  ATXN2 expr inh: -7%
  TGFb SMAD3 inh: 5%
  EPAC2 antag: 7%
  Nrf2 ARE act: -1.0%
  A549 viability: -2%
  Nrf2 block: /
  HepG2 viability: 4%
  S2 tox: i
  MCF10A rereplic: -22%

CCN1CCCC1CNCc1cccc(OC)c1OCc1ccc(F)cc1 (configuration not stated)
  ATXN2 expr inh: 6%
  TGFb SMAD3 inh: 0%
  EPAC2 antag: 0%
  Nrf2 ARE act: -0.1%
  A549 viability: 9%
  Nrf2 block: -1%
  HepG2 viability: -19%
  S2 tox: i
  MCF10A rereplic: 15%

(continued)
SMILES	ATXN2 expr inh	TGFb SMAD3 inh	EPAC2 antag	Nrf2 ARE act	A549 viability	Nrf2 block	HepG2 viability	S2 tox	MCF10A rereplic
O=C(Cn1cc(S(=O)(=O)Cc2ccccc2)c2ccccc21)Nc1ccccc1	7%	-25%	2%	3.7%	-10%	4%	-14%	i	22%
CCn1cc(C(=O)NCCN(C)C)c(=O)c2cc(F)c(N3CCN(C)CC3)cc21	-34%	-2%	8%	0.2%	-20%	0%	-15%	i	-10%
COc1cc(CC(=O)OCC(=O)N2C(C)CCCC2C)cc(OC)c1OC (configuration not stated)	-13%	4%	22%	3.9%	3%	2%	3%	i	2%
Cc1cccn2c(=O)c(/C=C(\C#N)C(N)=O)c(N3CCN(Cc4ccc5c(c4)OCO5)CC3)nc12	-11%	-1%	-12%	1.5%	4%	-27%	-28%	i	-3%

Bioassay records as filed in PubChem BioAssay.
